# NPY-Y2 PAM-ag = NPY-Y2 potentiators or agonists, primary screen, cell-based; Neuropeptide Y receptor type 2 (Homo sapiens), P49146; AID 1359, 2008; activation, % at 3.6 µM; hit rate 0.45% among 220,000; cells expressing NPY-Y2, potentiator/agonist read-out; in the data active = activation above about 27%;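 also: cells stimulated with NPY near EC25 plus isoproterenol at EC100; 0% = vehicle plus submaximal agonist and 100% = vehicle plus saturating agonist; some results beyond the cut were filed as inactive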
# Target sequence (P49146 whole entry, looked up): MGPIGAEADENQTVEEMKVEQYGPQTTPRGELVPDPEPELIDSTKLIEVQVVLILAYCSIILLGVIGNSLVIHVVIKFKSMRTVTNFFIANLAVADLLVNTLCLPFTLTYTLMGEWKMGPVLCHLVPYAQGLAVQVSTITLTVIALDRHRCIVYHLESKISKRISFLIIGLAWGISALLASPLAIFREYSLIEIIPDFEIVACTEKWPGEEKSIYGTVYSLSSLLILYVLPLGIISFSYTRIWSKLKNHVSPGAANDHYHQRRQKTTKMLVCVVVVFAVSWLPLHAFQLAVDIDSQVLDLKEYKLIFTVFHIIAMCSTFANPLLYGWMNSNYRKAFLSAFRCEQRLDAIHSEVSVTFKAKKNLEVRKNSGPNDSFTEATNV
# BaF3 tox = parental Ba/F3 cell viability inhibition, counter-screen for JAK2V617F inhibitor project, murine pro-B, CellTiter-Glo luminescence. CellTiter-Glo ATP luminescence. inhibition, % at 5.6 µM. hit rate 1.1% among 220,000;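 active = inhibition above a per-campaign cutoff, the mean inhibition of all tested compounds plus 3 SD, cut at about 27% in these data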;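 also: 0% = DMSO wells and 100% = JAK Inhibitor I control wells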
# PERK inh = block of dimerizer-induced PERK translation repression, primary screen, PERK inhibitor project, CHO PERK-DD cells, SEAP luminescence, HTS. Eukaryotic translation initiation factor 2-alpha kinase 3 (Homo sapiens), Q9NZJ5. CHO PERK-DD fusion, SEAP luminescence translation reporter. inhibition, % at 5.6 µM. hit rate 0.17% among 220,000. AID 1416, 2008;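 active = inhibition above the mean inhibition of all tested compounds plus 3 SD, set separately per screening campaign, cut at about 2.9% in these data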;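 also: PERK kinase domain activated by AP20187 dimerizer at 100 nM; 0% = DMSO with dimerizer and 100% = rapamycin at 8.4 µM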
# MDM2 E3 inh = MDM2-luciferase reporter signal enhancers, primary screen, MDM2 E3 ligase inhibitor project, cell-based, luminescence, 1536-well. E3 ubiquitin-protein ligase Mdm2 (Homo sapiens), Q00987. cell-based MDM2 ubiquitination luciferase reporter, 2 h; 0 = plate control, 100 = twice control, blank-subtracted. signal enhancement, % at 5 µM. hit rate 0.11% among 210,000;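 active = signal enhancement of 30% or more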;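 also: luminescence tracks abundance of the self-degrading MDM2-luciferase fusion protein; higher signal means inhibition of MDM2 E3 ligase activity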
#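 Material: Stable MDM2–luciferase fusion reporter cells | Amount: 2000 cells seeded into each well | Dosing: One concentration, 5 µM, with 0.2% DMSO | Incubation: 4 h cell settling then 2 h compound exposure, 37 °C | Measured by: Luciferase luminescence | Read-out basis: % enhancement relative to plate controls after blank subtraction | Benchmarks: Control and blank well means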
# S1P4 antagonist = S1P4 receptor antagonists, primary screen, cell-based; S1P4-expressing cells, antagonist mode, reporter read-out; inhibition, % at 4.98 µM; hit rate 0.26% among 220,000; in the data active = inhibition above about 29%;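 also: 0% = wells stimulated with agonist and 100% = vehicle wells without agonist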
# Target sequence (O95977 whole entry, looked up): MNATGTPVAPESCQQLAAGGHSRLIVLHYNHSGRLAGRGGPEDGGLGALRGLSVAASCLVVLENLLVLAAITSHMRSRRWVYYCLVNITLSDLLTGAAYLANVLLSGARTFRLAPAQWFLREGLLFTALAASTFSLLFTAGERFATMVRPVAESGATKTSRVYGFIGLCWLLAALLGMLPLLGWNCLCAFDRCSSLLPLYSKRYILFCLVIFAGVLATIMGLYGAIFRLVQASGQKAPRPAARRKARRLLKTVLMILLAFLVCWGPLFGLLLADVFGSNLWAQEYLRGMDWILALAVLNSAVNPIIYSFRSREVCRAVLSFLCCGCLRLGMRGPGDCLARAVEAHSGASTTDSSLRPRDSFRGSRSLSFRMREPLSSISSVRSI
# Wee1 degr inh = Wee1 degradation inhibitors, primary screen, cell-based, HeLa, Wee1K328M-luciferase, luminescence; hit rate 1.2% among 220,000; Wee1-like protein kinase (Homo sapiens), P30291; HeLa Luc-Wee1K328M stability; 100% = proteasome inhibitor MG132 effect; reporter increase, % at 5 µM;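 active = activation above the mean of all tested compounds plus 3 SD, set per screening run, cut at about 8.8% in these data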;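 also: cells exposed to compound for 20 h before luminescence read; 0% = DMSO alone and 100% = MG132 at 30 µM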
# S1P4 agonist = S1P4 receptor agonists, primary screen, cell-based; activation, % at 4.98 µM; AID 1509, 2009; hit rate 0.35% among 220,000; Sphingosine 1-phosphate receptor 4 (Homo sapiens), O95977; S1P4-expressing cell line, agonist reporter assay; in the data active = activation above about 11%;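 also: 0% = DMSO vehicle and 100% = reference agonist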
# Ba/F3 V617F tox = reduced viability of JAK2V617F-dependent Ba/F3 cells, primary screen, JAK2V617F inhibitor project, cell-based, Ba/F3 EpoR-JAK2V617F, luminescence. ATP luminescence. inhibition, % at 5.6 µM. hit rate 1.1% among 220,000;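 active = inhibition above the campaign mean plus 3 SD over all tested compounds, cut at about 24% in these data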;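 also: cytokine-independent growth of Ba/F3 cells driven by EpoR plus mutant JAK2; 0% = DMSO-treated cells and 100% = JAK inhibitor I control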
# eIF4E 4G PPI = eIF4E–eIF4G protein interaction inhibitors, primary screen, biochemical, uHTS, TR-FRET, eIF4GI fragment | Eukaryotic translation initiation factor 4E (Mus musculus) + Eukaryotic translation … | TR-FRET eIF4E-eIF4GI(517-606) binding, 2 h | inhibition, % at 21.7 µM | hit rate 0.37% among 220,000;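 active = inhibition above about 30%, limit read from the data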;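 also: 0% = full FRET control wells and 100% = background wells lacking eIF4GI fragment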
# * = called active by the depositor; x = no result given; [ ] = dose if it differs, or a comment.
SMILES,NPY-Y2 PAM-ag,BaF3 tox,PERK inh,MDM2 E3 inh,S1P4 antagonist,Wee1 degr inh,S1P4 agonist,Ba/F3 V617F tox,eIF4E 4G PPI
N#CC1=C2SCN(Cc3ccco3)CN2C(=O)CC1c1ccccc1F (stereo not drawn),-1.4,4.2,-0.4,-9.5,1.2,0.1,1.4,-0.3,1.1
O=C1c2ccccc2S(=O)(=O)N1Cc1cccc(S(=O)(=O)N2CCOCC2)c1,14.1,0.0,1.1,-3.8,-1.2,-3.8,-0.4,-2.5,7.0[fluorescence artefact?]
CCOC(=O)c1sc(=S)n(C)c1C,7.3,0.2,-0.6,x,-9.6,2.9,1.4,1.2,0.3
CC1CCCC(C(=O)OCc2ccccc2)N1 (stereo not drawn),3.0,2.6,0.3,5.2,-10.5,1.6,0.8,-2.5,-5.2[fluorescence artefact?]
CC(=O)Nc1ccc(NC(=O)CN(c2ccc([N+](=O)[O-])cc2)S(=O)(=O)c2ccccc2)cc1,13.6,8.6,0.3,-5.8,-6.3,3.5,-0.9,2.5,2.2
Cc1[nH]n(-c2cccc(Cl)c2)c(=O)c1C=NCC(C)C,3.6,2.8,1.4,7.3,-8.7,1.9,-0.4,-2.0,1.8
COc1ccc(C(=O)C(OC(=O)c2ccccc2Cl)c2ccccc2)cc1 (stereo not drawn),-9.0,6.0,0.2,-4.0,-15.3,2.6,-1.2,-1.6,4.0
CCOC(=O)NC(=O)CSc1nc(C)cc(C(F)(F)F)c1C#N,7.0,-1.5,-0.7,-16.4,0.3,3.1,1.7,-0.4,0.6
NS(=O)(=O)c1cccc(NC(=S)NC(=O)C23CC4CC(CC(C4)C2)C3)c1,14.2,4.2,0.3,3.1,-9.3,2.3,0.1,-0.3,4.2[fluorescence artefact?]
CC(C)C(c1nnnn1CCc1ccccc1)N1CCN(C(=O)c2ccco2)CC1 (stereo not drawn),-15.4,7.0,-1.1,-11.8,-6.6,-3.7,-2.6,3.1,-3.6
N=c1ncn(Cc2ccccc2)c2nc(SCCOc3ccccc3)[nH]c12,-10.6,4.4,-0.1,-11.7,-27.2,0.7,1.1,0.3,6.2
CCCNc1nc(C)c(C(C)=O)cc1C#N,6.5,4.1,0.1,x,-13.5,-2.3,-4.0,-0.9,5.1
CC1(C(=O)O)CCC(C(=O)NC2CCCCCC2)C1(C)C (stereo not drawn),-7.0,4.0,0.2,-11.4,-8.8,-2.3,0.0,2.3,-1.7
Cc1nccn1-c1ncnc2sc3c(c12)CCCC3,-9.0,-2.5,-0.9,-15.9,-21.6,3.9,-1.2,-0.5,-4.1[fluorescence artefact?]
O=C1c2oc3ccccc3c(=O)c2C(c2cccc(O)c2)N1CCCN1CCOCC1 (stereo not drawn),3.5,1.6,0.1,-5.8,-18.5,-1.1,1.8,-2.7,-1.4
Cc1ccc(OC(C)c2nnc(N)s2)cc1Cl (stereo not drawn),5.7,5.5,0.2,-3.6,-15.8,-1.6,-1.5,2.6,-10.8[fluorescence artefact?]
Cc1cccc(NC(=O)NCCc2c[nH]c3ccccc23)c1,9.5,3.9,0.0,-7.5,-4.8,-1.6,-0.9,-1.7,-3.0
COc1ccc(N=c2ssnc2Cl)cc1,-1.6,3.9,-0.2,-0.1,-13.1,-1.6,-2.7,2.9,30.3*
CSc1ccccc1C(=O)NCC1CCCO1 (stereo not drawn),-9.7,0.9,0.9,-2.9,-4.2,-1.0,1.4,-4.0,-2.6[fluorescence artefact?]
C=CCOc1c(Br)cc(CNn2nnnc2N)cc1OC,7.2,1.8,-0.1,-1.2,-9.6,-2.9,-1.6,-2.8,2.0
C/C(CCC(=O)OC[C@H]1O[C@H](C#Cc2ccccc2)C=C[C@@H]1Oc1ccc(C)cc1)=N\O[C@@H](C)CN1CCCCc2nc(C)c(C)cc21,-17.3,8.8,-0.1,x,-0.1,3.3,0.6,2.0,3.3[fluorescence artefact?]
NS(=O)(=O)c1ccc(CCNS(=O)(=O)c2ccc(Cl)nc2)cc1,-14.9,2.9,0.6,-9.3,2.2,1.0,0.5,1.6,3.4
CC(C)NS(=O)(=O)c1ccc(NC(=O)CCc2ccccc2)cc1,0.1,2.4,0.3,-13.9,6.7,5.0,-2.8,-2.0,-5.8
COc1cc(/C=C2/C(=O)CNC2=O)ccc1O,0.9,0.1,1.6,-5.7,-14.1,4.9,-0.3,-3.4,-1.2

# Profiles as entered above.
# Record of NS(=O)(=O)c1ccc(CCNS(=O)(=O)c2ccc(Cl)nc2)cc1 = NPY-Y2 PAM-ag = -14.9; BaF3 tox = 2.9; PERK inh = 0.6; MDM2 E3 inh = -9.3; S1P4 antagonist = 2.2; Wee1 degr inh = 1.0; S1P4 agonist = 0.5; Ba/F3 V617F tox = 1.6; eIF4E 4G PPI = 3.4
# Record of COc1cc(/C=C2/C(=O)CNC2=O)ccc1O = NPY-Y2 PAM-ag = 0.9; BaF3 tox = 0.1; PERK inh = 1.6; MDM2 E3 inh = -5.7; S1P4 antagonist = -14.1; Wee1 degr inh = 4.9; S1P4 agonist = -0.3; Ba/F3 V617F tox = -3.4; eIF4E 4G PPI = -1.2

# Further records.
SMILES,NPY-Y2 PAM-ag,BaF3 tox,PERK inh,MDM2 E3 inh,S1P4 antagonist,Wee1 degr inh,S1P4 agonist,Ba/F3 V617F tox,eIF4E 4G PPI
Cn1c(SCC(=O)NC(c2ccccc2)c2ccccc2)nnc1-c1cccs1,-1.0,8.5,-2.8,-9.6,8.9,1.8,0.8,5.4,-8.6
C=CCn1c(C)cc(C2=NNC(=NCC)SC2)c1C,3.5,11.2,0.4,-95.8,-75.0,-4.3,1.4,1.6,3.6
O=C(O)C1C2C=CC(C2)C1C(=O)OCc1ccccc1 (stereo not drawn),5.2,2.6,1.3,-9.7,-10.8,-1.9,1.5,-2.3,-14.7[fluorescence artefact?]
COc1ccc([N+](=O)[O-])cc1NC(=S)NC(C)=O,5.8,2.1,1.3,-6.5,-7.8,-1.4,0.3,-2.1,-7.8
Cc1cccc2c(CCNC(=O)c3ccc([N+](=O)[O-])cc3)c[nH]c12,14.6,8.1,0.6,-8.4,-10.3,1.6,1.4,-3.6,2.9
COc1ccc2ccccc2c1CN1CCCC(CO)C1 (stereo not drawn),-6.6,9.0,0.0,-10.5,-5.5,-3.2,-0.2,4.6,-1.4[fluorescence artefact?]
Cc1ccc(O)c(N=Cc2cccs2)c1,8.2,6.8,0.7,-8.2,-6.8,0.4,-0.6,-0.9,3.9[fluorescence artefact?]
CCCOP(=O)(OCCC)c1c([N+](=O)[O-])cc(C(F)(F)F)cc1[N+](=O)[O-],4.3,5.0,0.3,-21.2,-9.3,1.1,-3.0,-3.4,2.8
COc1ccc(NC(=O)CN2CCN(c3ccccc3Cl)CC2)cc1,-17.1,6.8,1.6,2.3,-3.1,1.4,-0.8,-1.1,3.9
Cn1nnc(NC(=O)c2cccs2)n1,15.0,6.2,0.1,-0.4,-12.4,5.6,0.5,-0.3,-0.1
Cn1c(=O)c2c(ncn2CC(O)CNc2cccc(Cl)c2)n(C)c1=O (stereo not drawn),-5.1,1.0,-0.2,-13.0,-7.4,-0.8,1.2,0.7,-0.1
Nn1cnnc1SC1CCCCC1NS(=O)(=O)c1ccccc1 (stereo not drawn),-8.6,7.3,0.6,-15.5,-14.1,-1.6,-1.7,-0.7,-12.6
O=C(NC1(C(F)(F)F)NC(=O)N(Cc2ccco2)C1=O)c1cccnc1 (stereo not drawn),11.2,3.8,1.1,-9.0,-8.0,1.9,-2.3,-2.8,10.4
CCCNC(=O)CS(=O)(=O)Cc1nc(-c2cccc(OC)c2)oc1C,-3.8,3.6,0.2,-9.3,-13.0,0.5,2.7,-1.4,2.1
CCOC(=O)C1CCN(C(=O)Nc2ccc(OC)c(OC)c2)CC1,16.7,1.6,0.5,-0.3,-20.3,-2.9,-0.2,-3.2,-0.7
O=C1COc2ccc(C(=O)COC(=O)Cc3ccc(Cl)cc3)cc2N1,-1.5,-0.3,0.3,-1.2,0.9,1.0,0.4,4.2,-2.4
O=C(NCCc1ccc(Cl)cc1)c1cccs1,-11.3,5.7,0.7,-7.0,-9.1,0.4,-1.2,2.5,-0.4
CSc1ccc(/C=N/N2CCN(C)CC2)cc1,7.4,2.9,-0.6,-12.7,-1.3,-0.5,-1.2,2.3,3.7
CN1CCc2c(sc3c2C(=O)NC(c2ccco2)N3)C1 (stereo not drawn),1.9,30.5*,0.5,-7.6,-19.1,-2.9,3.7,-2.2,-1.3[fluorescence artefact?]
O=C(Nc1ccc2nc3ccccc3nc2c1)c1ccc(Br)cc1,4.8,3.0,1.3,-12.0,-1.1,-2.9,5.2,-4.3,15.9
CCn1cc(C(=O)N2CCCCC2)c(=O)c2cc(S(=O)(=O)N3CCC(C)CC3)ccc21,-8.3,2.7,-0.1,-8.4,-2.2,-2.5,-0.9,-1.7,4.3
Cc1ccc2c(=O)[nH]c(Cc3ccccc3C(=O)O)nc2c1,39.9,-6.9,1.2,x,-16.0,-0.2,0.7,19.2,-3.2
O=C(COc1cccc2cccnc12)N1CCc2ccccc21,-11.5,3.4,-0.1,1.3,-13.7,0.5,1.1,-4.0,-2.8
N/C(=N\c1nc2ccccc2o1)NC(=O)c1cccc(Br)c1,7.4,-1.1,0.6,0.8,-4.2,0.2,1.2,-2.5,-5.1
CC(=O)C1=C(O)C(=O)N(CCc2c[nH]c3ccccc23)C1c1ccco1 (stereo not drawn),7.1,5.8,0.4,-14.7,8.2,-1.8,2.8,-1.1,12.1
COC(=O)COc1ccc(S(=O)(=O)NCc2cccnc2)cc1C,7.7,0.8,-0.6,-5.2,-23.5,-3.3,0.8,1.0,-3.4[fluorescence artefact?]
CCOc1ccc2[nH]c3c(N4CCN(C(=O)c5ccco5)CC4)ncnc3c2c1,12.2,3.0,1.1,-6.5,-17.1,4.8,1.4,3.6,2.4
COc1ccc(-c2nc(CS(=O)CC(=O)NCc3ccco3)c(C)o2)cc1OC (stereo not drawn),-9.3,6.2,0.1,-13.1,-3.8,1.0,0.5,1.5,0.6
Cc1cc(C(F)(F)F)n2ncc(-c3ccccc3)c2n1,-5.5,5.1,1.3,-1.8,-29.9,0.8,0.8,0.8,-3.2
Cc1cc(S(=O)(=O)Nc2ccc3c(c2)n(C)c(=O)n3C)ccc1F,-14.7,7.2,-0.1,-2.6,-10.2,3.2,1.4,2.9,-1.6
Cc1cc(=O)[nH]c(N2CCN(C(c3ccccc3)c3ccccc3)CC2)n1,8.2,7.2,-1.3,-15.1,-12.5,0.3,-0.2,2.2,-0.9[fluorescence artefact?]
O=C(Nc1cccc(S(=O)(=O)N2CCCCC2)c1)c1c2c(nc3ccccc13)CCN(Cc1ccccc1)C2,-20.5,8.1,-1.0,2.1,6.4,-0.1,-1.2,3.9,-1.7
Cc1cc(C)nc(SCCC(=O)N2CCOCC2)n1,-0.2,0.2,1.1,1.3,-9.7,3.4,0.2,-0.1,0.3
